Compound activity from PubChem.
SSB-PriA inh: inhibitors of Klebsiella pneumoniae PriA binding to SSB C-terminal tail, primary screen, biochemical, AlphaScreen; AlphaScreen SSBct-PriA binding, biotinylated peptide; 430,000 compounds, 0.6% hits; inhibition, % at 33 µM; PriA–SSB C-terminal tail interaction (Klebsiella pneumoniae); AID 1272365, 2023; in the data active means inhibition mostly above about 37%, no sharp cut-off; inactive means mostly below about 20%;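 further: plate controls were negative control peptide for no effect and reference peptide for full effect; strong numbers were not always called active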
3CLpro inhibitor: SARS-CoV 3CLpro protease inhibitors, primary screen, biochemical, quenched FRET; Replicase polyprotein 1ab (Severe acute respiratory syndrome coronavirus), P0C6X7; recombinant SARS-CoV 3CLpro, quenched FRET peptide cleavage; inhibition, % at 6 µM; 290,000 compounds, 0.14% hits; in the data active means inhibition above about 12%
Y pestis TopoI: Yersinia pestis topoisomerase I inhibitors, primary screen, biochemical, cleavage product accumulation, plate reader, single point; DNA topoisomerase I (Yersinia pestis CO92); Y. pestis Topo-I cleavage product accumulation; activity, % at 10 µM; 360,000 compounds, 0.064% hits; AID 504884, 2011; in the data active means activity above about 50%, passing the limit was not always enough; inconclusive means no clear call, values can overlap the other calls; further: inactives centre near 2
Vc quorum ag: inducers of Vibrio cholerae quorum light production without autoinducers, primary screen, BH1578 luxS cqsA deficient, single point. V. cholerae BH1578 lux reporter, luminescence, 6 h. activation, % at 18.7 µM. 350,000 compounds, 0.16% hits. AID 588436, 2011; in the data active means activation mostly above about 9.7%, no sharp cut-off; inconclusive means no clear call, values can overlap the other calls; inactive means mostly below about 3.7%; further: not every result past the cut was called active; inactives centre near 0; reference of the scale not given here
VHR inh abs: VHR1 phosphatase inhibitors, primary screen, biochemical, absorbance, uHTS. inhibition, % at 13.3 µM. 290,000 compounds, 0.52% hits. recombinant VHR phosphatase, pNPP absorbance. Dual specificity protein phosphatase 3 (Homo sapiens), P51452; in the data active means inhibition above about 50%; further: some compounds called inactive have numbers as strong as hits
Target sequence (P51452 whole entry, looked up): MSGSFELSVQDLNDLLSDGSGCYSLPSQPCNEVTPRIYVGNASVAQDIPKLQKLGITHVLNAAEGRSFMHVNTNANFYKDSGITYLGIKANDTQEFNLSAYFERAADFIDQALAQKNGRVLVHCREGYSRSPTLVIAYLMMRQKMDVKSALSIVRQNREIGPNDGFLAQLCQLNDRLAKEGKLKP
TcdB inh: TcdB glycohydrolase inhibitors, primary screen, biochemical, single point, plate reader. TcdB glycohydrolase enzymatic assay. inhibition, % at 9.99 µM. 350,000 compounds, 0.24% hits. AID 652162, 2013; in the data active means inhibition above about 10%
Anthrax LF inh2: Bacillus anthracis LF protease inhibitors, primary screen, biochemical, multiplex microsphere, MLPCN library; Lethal factor (Bacillus anthracis), P15917; multiplex microsphere protease cleavage assay; 360,000 compounds, 0.12% hits; AID 588501, 2011; inhibition, % at 10 µM; further: plate controls were buffer without enzyme for full effect and enzyme alone for no effect
Target sequence (P15917 whole entry, looked up): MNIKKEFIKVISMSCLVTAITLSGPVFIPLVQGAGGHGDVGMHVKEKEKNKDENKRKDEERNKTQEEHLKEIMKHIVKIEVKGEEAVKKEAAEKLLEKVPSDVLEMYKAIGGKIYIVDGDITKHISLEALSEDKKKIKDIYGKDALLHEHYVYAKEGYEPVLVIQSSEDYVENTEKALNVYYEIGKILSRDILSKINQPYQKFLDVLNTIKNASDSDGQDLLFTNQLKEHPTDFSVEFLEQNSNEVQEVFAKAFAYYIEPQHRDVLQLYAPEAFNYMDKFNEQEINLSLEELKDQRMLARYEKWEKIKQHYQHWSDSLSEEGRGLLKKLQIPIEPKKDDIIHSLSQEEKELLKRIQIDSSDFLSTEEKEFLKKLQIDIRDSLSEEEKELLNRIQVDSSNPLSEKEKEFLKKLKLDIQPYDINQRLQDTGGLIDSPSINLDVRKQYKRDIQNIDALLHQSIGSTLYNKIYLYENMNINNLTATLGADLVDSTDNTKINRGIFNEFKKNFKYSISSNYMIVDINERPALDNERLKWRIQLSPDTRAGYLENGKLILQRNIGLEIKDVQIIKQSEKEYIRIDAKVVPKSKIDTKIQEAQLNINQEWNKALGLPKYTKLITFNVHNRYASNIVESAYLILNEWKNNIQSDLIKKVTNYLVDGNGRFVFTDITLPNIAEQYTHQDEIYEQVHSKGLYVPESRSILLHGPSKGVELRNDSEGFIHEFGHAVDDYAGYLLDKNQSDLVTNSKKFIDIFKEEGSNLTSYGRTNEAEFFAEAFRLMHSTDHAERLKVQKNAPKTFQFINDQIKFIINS
PfHsp40 yeast: rescue of yeast from PfHsp40 toxicity, primary screen, S. cerevisiae, ATP luminescence; 340,000 compounds, 0.68% hits; S. cerevisiae expressing PfHsp40, growth rescue; AID 504582, 2011; growth rescue, % at 12.5 µM; in the data active means growth rescue above about 28%, passing the limit was not always enough; inconclusive means no clear call, values can overlap the other calls;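 further: yeast W303a lacking pdr1 and pdr3 grown in galactose medium; growth measured after three days at 30 °C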
CCHFV vOTU inh: CCHFV vOTU protease inhibitors, primary screen, biochemical, Pep-AMC substrate, fluorescence; inhibition, % at 11.5 µM; 370,000 compounds, 0.55% hits; AID 651958, 2012; in the data active means inhibition above about 30%; further: 0% = vehicle wells with enzyme and 100% = no enzyme wells
BoNT A protease: BoNT/A light chain protease inhibitors, primary screen, biochemical, flow cytometry, MLPCN library; AID 588499, 2011; 360,000 compounds, 0.17% hits; inhibition, % at 10 µM; multiplex microsphere protease substrate cleavage; Botulinum neurotoxin type A light chain protease (Clostridium botulinum A str. ATCC 3502); further: plate controls were buffer without enzyme for full effect and enzyme alone for no effect
An asterisk follows results filed as active; i = inactive; ? = inconclusive; / = no result given. Unless noted, no stated cut-off is given here; in the data, active means inhibition above about 30%; inconclusive means no clear call, values can overlap the other calls; inactive means below that. An excerpt; the hit share may differ from the screen's.

SMILES | SSB-PriA inh | 3CLpro inhibitor | Y pestis TopoI | Vc quorum ag | VHR inh abs | TcdB inh | Anthrax LF inh2 | PfHsp40 yeast | CCHFV vOTU inh | BoNT A protease
CN(C)CCCNc1oc(/C=C/c2cccs2)nc1S(=O)(=O)c1ccccc1 | 9.6 | 6.7 | -1.7 | i | 19.7 | 2.2 | 0.6 | 0.0 | 8.6 | 0.8
CC(C)N(Cc1cnn(C)c1)C(=O)C1CCC(=O)N(CCc2cccc(F)c2)C1 (configuration not stated) | 8.1 | -5.2 | 9.0 | -14.2 | 7.4 | -2.7 | -3.8 | 0.6 | 12.2 | 1.1
CCCCCCCCCCCCCCCC(=O)NCCc1c[nH]c2ccccc12 | -13.4 | -6.9 | -5.4 | -0.4 | 12.0 | 0.9 | -8.5 | -1.3 | 11.0 | -0.6
COc1ccc(OC)c(C2CC(=O)Nc3n[nH]c(-c4ccccc4)c32)c1 (configuration not stated) | -7.7 | 4.8 | -4.0 | -0.3 | 30.5 | -1.7 | -0.9 | 0.6 | 6.4 | -0.5
C[C@H]1CN=C(Nc2ccccc2)N1CC1CCC1 | 9.6 | -3.7 | 0.0 | i | 28.3 | 0.0 | -0.6 | -3.0 | -7.8 | 0.0
O=C(Nc1ccccc1)C1=C(Nc2ccccc2)CSC1 | / | / | -1.5 | -0.3 | / | -4.0 | -3.2 | / | -1.8 | -0.6
Cc1cccc(NC(=O)CCC(=O)N/N=C/c2ccco2)c1 | / | 3.5 | 4.0 | 1.1 | 15.2 | 0.2 | -1.2 | -1.1 | 24.3 | -0.1
CCOC(=O)c1c(/N=C/N(C)C)sc(/C=N/Nc2ccccc2)c1-c1ccccc1Cl | / | -1.2 | -19.7 | i | -8.2 | 0.0 | 1.7 | 0.0 | 9.0 | 3.8
CCSc1nnc(NC(=O)Cc2ccc(OC)c(OC)c2)s1 | -13.4 | -1.2 | 9.2 | i | 14.7 | / | -0.5 | -0.6 | 6.1 | -0.4
O=C(c1ccccc1)C1CCCN(Cc2nc(-c3cnccn3)no2)C1 (configuration not stated) | -4.8 | -2.7 | -1.1 | -0.3 | 22.5 | 1.4 | -1.3 | -1.1 | -8.5 | -1.8
C=CCNC(=O)N1CCCC(N2CCN(c3ccccc3OC)CC2)C1 (configuration not stated) | -10.3 | -4.5 | 6.9 | i | 14.9 | 0.4 | / | -1.4 | -10.7 | /
CC1(C(=O)NS(=O)(=O)c2ccc(C#N)cc2)CCN1C(=O)Cc1ccc(Cl)cc1Cl (configuration not stated) | / | / | -12.5 | 0.1 | / | 0.3 | -4.3 | / | 4.3 | -0.6
N#CC(c1ccc(F)cc1)c1ccc(C(=O)c2ccccc2)cc1 (configuration not stated) | -70.6 | 4.2 | 32.6 | -0.1 | 11.6 | / | -4.3 | 2.6 | 11.9 | -0.4
O=C(N/N=C/c1ccc(Sc2nc3ccccc3[nH]2)o1)c1ccncc1 | / | -2.7 | -2.7 | -0.4 | -5.4 | 2.2 | 2.4 | 0.1 | 5.1 | 0.5
COc1cccc(OCCCCCCN2CCOCC2)c1 | -27.0 | -1.4 | 2.5 | -0.5 | 0.0 | / | 2.8 | 0.4 | 10.2 | -0.2
NNc1nc(C(F)(F)F)nc2ccccc12 | -3.5 | -3.7 | 1.7 | 0.2 | -0.5 | 0.2 | -4.8 | -0.3 | 11.5 | -0.5
CS(=O)(=O)c1ccccc1-c1nc(-c2ccc([N+](=O)[O-])cc2)no1 | -11.8 | -1.8 | 12.6 | i | 2.2 | 1.9 | 0.9 | -0.5 | -17.7 | -0.9
CCOc1ccc(N2C(=O)C3=C(C(c4ccc(Cl)cc4)=NCCN3)C2c2cccnc2)cc1 (configuration not stated) | -11.6 | -2.6 | 5.2 | i | 24.9 | -0.1 | -2.5 | 1.5 | 11.8 | -0.4
Cc1ccc(C(=O)NC2CCC(C)CC2)s1 (configuration not stated) | 1.1 | / | 18.6 | -0.3 | / | 1.1 | 5.7 | 1.1 | -6.1 | 1.1
Cc1ccc(-c2nnnn2-c2ccc(C)cc2)cc1 | -25.5 | 3.9 | 6.3 | i | -4.3 | 1.1 | -7.4 | 1.2 | -1.0 | -0.2
Cc1ccc(Nc2nc3ccccc3nc2Nc2c(C)n(C)n(-c3ccccc3)c2=O)cc1 | -6.3 | 3.0 | -6.2 | i | 8.6 | -1.8 | 0.0 | 3.6 | -1.0 | -0.5
O=C(O)Cn1nnc(COc2ccccc2)n1 | -6.7 | -3.2 | -0.4 | -0.5 | 0.0 | -1.8 | -7.0 | 0.1 | -0.7 | -4.8
Cc1ccc(OCCN(C)C(=O)C2CCC(=O)N(CCCN3CCOCC3)C2)cc1 (configuration not stated) | 6.9 | -0.2 | 6.1 | i | 18.7 | 0.8 | -0.1 | -1.3 | 13.6 | 1.5
O=[N+]([O-])c1cccc(Nc2c3ccccc3nc3ccccc23)c1 | -1.1 | 0.1 | 3.3 | -0.3 | 43.7 | 1.1 | -5.7 | 8.6 | -171.6 | 1.1
COc1cc(-c2[nH]ncc2CN2CCN(c3cccc(C)n3)CC2)cc(OC)c1OC | 4.0 | -0.9 | 10.8 | i | 25.5 | 1.4 | 1.1 | 15.2 | 4.1 | -0.6
O=C(/C=C/c1ccc([N+](=O)[O-])s1)N1CCCCC1 | 8.4 | 0.5 | 3.7 | -0.3 | 7.8 | -4.5 | -10.4 | -2.1 | 32.2* | -0.3
C=CCOc1ccc2c3c(c(=O)oc2c1)CCCC3 | -13.9 | / | 9.1 | -0.7 | / | -0.2 | 10.4 | 1.2 | -33.6 | 1.7
COc1ccc2c(c1OC)C(=O)N1c3ccccc3C(=O)N(c3ccccc3F)C21 (configuration not stated) | 12.4 | 0.1 | 3.0 | i | 13.3 | / | -1.5 | 0.8 | -0.4 | 0.1
O=C1S/C(=C/c2ccc(N3CCOCC3)o2)C(=O)N1Cc1ccc(F)cc1 | 0.8 | 0.6 | 5.0 | / | 9.7 | / | -6.9 | -1.4 | 3.1 | 0.5
CCN(CC)C(=O)c1ncn2c1c(=O)[nH]c1ccccc12 | / | / | -4.5 | -0.5 | / | 0.0 | -4.1 | / | 9.7 | 0.1
O=C(O)c1ccc(N2C(=O)/C(=C/c3ccc(-c4ccc([N+](=O)[O-])cc4)o3)C=C2c2ccccc2)cc1 | 30.5 | 0.8 | 7.8 | -0.3 | 97.0 | / | 0.3 | 6.3 | / | 2.2
CC1C(=O)Nc2ccccc2N1C(=O)c1ccccc1 (configuration not stated) | 3.3 | 1.7 | -12.2 | i | 11.9 | 2.1 | 2.4 | 0.7 | -5.9 | -1.4
COc1cc(/C=N/NC(=O)c2cccs2)ccc1OCc1ccccc1 | / | -7.9 | 11.8 | i | 19.7 | / | 1.8 | 0.4 | 6.6 | 0.7
CCOC(=O)CC(=O)CSCC(=O)Nc1ccc(C)cc1 | 1.5 | -5.2 | -3.8 | -4.9 | 7.2 | / | -0.1 | 0.0 | 8.2 | 1.9
Cc1nn(-c2ccccc2)c(C)c1C(=O)OCC(=O)N1CC(=O)Nc2ccccc21 | 12.7 | -1.3 | 8.5 | -0.4 | 7.6 | / | -6.4 | 0.0 | 14.2 | -1.6
Cc1cccc(C)c1NC(=O)CSc1nnc(C)n1-c1ccccc1 | -0.5 | -0.6 | 0.0 | -0.3 | -9.6 | / | -1.3 | 1.2 | 9.5 | 0.5
Cc1nc(Nc2ccccc2C)c2cnn(C)c2n1 | -2.5 | / | 8.2 | i | / | -0.8 | 0.1 | 0.9 | -0.7 | -0.6
COc1ccccc1-c1cc(C(=O)NCc2ccccc2)no1 | -5.7 | 5.1 | 24.5 | -0.2 | 24.2 | / | -2.4 | 2.7 | 13.5 | -1.1
CCc1noc(C)c1C(=O)Nc1ccc(-c2nnc3n2CCCCC3)cc1 | -11.3 | / | 11.2 | -0.8 | / | 0.5 | ? | 0.6 | -0.7 | -5.4
Cc1ccc(-n2c(SCC(=O)NCC3CCCO3)nc3c(c2=O)SCC3)cc1 (configuration not stated) | 4.4 | -2.1 | 1.0 | 11.1 | -7.5 | / | -0.5 | -1.9 | 15.7 | -0.2
CN(Cc1ccccc1)C(=O)CSc1nc2ccccc2[nH]1 | -9.2 | -4.2 | 8.1 | -0.5 | 25.5 | 2.0 | 11.8 | -0.8 | 6.2 | -1.8
COc1ccc(-c2cc(C(=O)N3CCN(c4ccccc4O)CC3)c3ccccc3n2)cc1 | -4.0 | / | 5.0 | -0.8 | / | -2.7 | -2.6 | 0.5 | -12.1 | -3.6
Cc1cccc(-c2cc3nc4c(c(N5CCOCC5)n3n2)CCCC4)c1 | -4.2 | -1.5 | 0.7 | i | -16.1 | 2.9 | -6.8 | 1.6 | -6.0 | -0.7
C/C(CC(=O)Nc1ccc2c(c1)OCO2)=N\NC(=O)C(c1ccccc1)c1ccccc1 | / | -2.3 | 1.7 | -0.6 | -1.5 | 0.2 | -1.5 | -0.1 | -4.0 | 0.0
COc1cc(Cl)ccc1OCc1cc(C(=O)N2CCCCCC2)no1 | -24.8 | -0.1 | 42.5 | -0.2 | 9.2 | -0.4 | 1.9 | 2.2 | -8.8 | -0.7

Reformatted tab-delimited: part of the list above.
molecule	SSB-PriA inh	3CLpro inhibitor	Y pestis TopoI	Vc quorum ag	VHR inh abs	TcdB inh	Anthrax LF inh2	PfHsp40 yeast	CCHFV vOTU inh	BoNT A protease
Cc1nc(Nc2ccccc2C)c2cnn(C)c2n1	-2.5	/	8.2	i	/	-0.8	0.1	0.9	-0.7	-0.6
COc1ccccc1-c1cc(C(=O)NCc2ccccc2)no1	-5.7	5.1	24.5	-0.2	24.2	/	-2.4	2.7	13.5	-1.1

Remaining list, next part:
SMILES | SSB-PriA inh | 3CLpro inhibitor | Y pestis TopoI | Vc quorum ag | VHR inh abs | TcdB inh | Anthrax LF inh2 | PfHsp40 yeast | CCHFV vOTU inh | BoNT A protease
Cc1nnc(-c2ccc(Oc3ccc(C)c(C)c3)c([N+](=O)[O-])c2)o1 | 8.7 | -2.0 | 29.7 | -0.3 | -4.8 | -0.3 | 1.6 | 2.4 | 12.0 | -0.7
C=CCOc1cccc(C2C(C(=O)c3ccco3)=C(O)C(=O)N2Cc2ccncc2)c1 (configuration not stated) | 0.2 | 3.7 | -2.9 | -0.2 | -0.5 | / | 2.8 | -0.1 | 13.0 | 0.8
CCOC(=O)c1cnc2cc(-c3ccc(Cl)cc3)nn2c1N | -7.0 | -1.0 | -7.3 | -3.6 | 17.7 | 0.5 | 3.1 | 0.3 | -4.8 | 1.4
C=CCNC(=O)CC(C)C(CCCCC)C(=O)O (configuration not stated) | -8.9 | 0.3 | -4.4 | -13.3 | 25.0 | / | -0.7 | 0.8 | 3.8 | -0.3
COC(=O)Nc1c(-c2ccccc2)nc2ccc(Cl)cn12 | 1.5 | -0.4 | -1.9 | -2.0 | 41.5 | 1.7 | -13.0 | -0.9 | -3.6 | -2.8
COc1cccc(N2CCN(S(=O)(=O)c3ccc4c(c3)CC(C)N4C(=O)C3CC3)CC2)c1 (configuration not stated) | 7.7 | 0.2 | 11.5 | i | 7.1 | 0.8 | / | 1.6 | 16.5 | /
CN(c1ccccc1)c1ccc(/C=C/[N+](=O)[O-])cc1 | 3.5 | -4.3 | 4.7 | i | 10.3 | 0.0 | 29.2 | -1.5 | -3.1 | 69.8*
